LAP4 TOR yeast – modulators of TOR pathway LAP4-GFP in S. cerevisiae; 320,000 compounds, 0.34% hits; S. cerevisiae LAP4-GFP multiplex, flow cytometry GFP, 3 h; median GFP as percent of DMSO wells; GFP response vs DMSO, % at 10 µM;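 active = GFP response vs DMSO above a set limit, about the screen mean plus 3 SD, cut at about 150% in these data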
Yeast superoxide – caloric restriction mimetics inhibiting age-related superoxide in yeast; S. cerevisiae aged cells, superoxide DHE fluorescence; stronger effect = lower value; superoxide response (% of plate mean), % at 10 µM; 330,000 compounds, 0.18% hits; AID 2690;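 active = superoxide response under a set limit, about three screen SD below normal, cut at about 65% in these data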;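 note: yeast aged for seven days with compound at 30 °C before DHE staining; 100% = average MFI of all compound-treated wells on the plate with controls excluded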
CIT2 TOR yeast – yeast TOR pathway CIT2-GFP modulation. AID 2029. 320,000 compounds, 0.065% hits. GFP response vs DMSO, % at 10 µM. S. cerevisiae CIT2-GFP strain, flow cytometry, 3 h; 100 means same as DMSO wells;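 active = GFP response relative to DMSO above a set limit, near the screen mean plus 3 SD, cut at about 150% in these data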;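 note: ratio of well median GFP fluorescence to mean of DMSO wells on the plate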
AGP1 TOR yeast – alters AGP1-GFP fluorescence in TOR pathway yeast screen. S. cerevisiae AGP1-GFP multiplex flow cytometry, 3 h; GFP as percent of DMSO wells. GFP response vs DMSO, % at 10 µM. 320,000 compounds, 0.02% hits. AID 2066;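 active = GFP response relative to DMSO above a set limit, near screen average plus 3 SD, cut at about 150% in these data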;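 note: median GFP channel fluorescence of the gated AGP1 strain per well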
RPL19A TOR yeast – modulators of TOR pathway RPL19A-GFP in S. cerevisiae | percent response vs DMSO, % at 10 µM | S. cerevisiae RPL19A-GFP strain, flow cytometry, 3 h; stronger effect = lower value | 330,000 compounds, 0.3% hits | AID 2025;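 active = percent response vs DMSO below 50%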;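 note: median channel GFP fluorescence of the barcoded RPL19A-GFP strain; ratio of sample median GFP to plate DMSO average so 100% = DMSO; lower means less RPL19A-GFP as with rapamycin TOR inhibition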
AHR activator – activators of human aryl hydrocarbon receptor; P35869; AHR-responsive luciferase reporter cells, luminescence; activation, % at 5 µM; 320,000 compounds, 2.5% hits; in the data active = activation above about 47%;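 note: 0% = vehicle wells and 100% = reference agonist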
Target sequence (P35869 whole entry, looked up): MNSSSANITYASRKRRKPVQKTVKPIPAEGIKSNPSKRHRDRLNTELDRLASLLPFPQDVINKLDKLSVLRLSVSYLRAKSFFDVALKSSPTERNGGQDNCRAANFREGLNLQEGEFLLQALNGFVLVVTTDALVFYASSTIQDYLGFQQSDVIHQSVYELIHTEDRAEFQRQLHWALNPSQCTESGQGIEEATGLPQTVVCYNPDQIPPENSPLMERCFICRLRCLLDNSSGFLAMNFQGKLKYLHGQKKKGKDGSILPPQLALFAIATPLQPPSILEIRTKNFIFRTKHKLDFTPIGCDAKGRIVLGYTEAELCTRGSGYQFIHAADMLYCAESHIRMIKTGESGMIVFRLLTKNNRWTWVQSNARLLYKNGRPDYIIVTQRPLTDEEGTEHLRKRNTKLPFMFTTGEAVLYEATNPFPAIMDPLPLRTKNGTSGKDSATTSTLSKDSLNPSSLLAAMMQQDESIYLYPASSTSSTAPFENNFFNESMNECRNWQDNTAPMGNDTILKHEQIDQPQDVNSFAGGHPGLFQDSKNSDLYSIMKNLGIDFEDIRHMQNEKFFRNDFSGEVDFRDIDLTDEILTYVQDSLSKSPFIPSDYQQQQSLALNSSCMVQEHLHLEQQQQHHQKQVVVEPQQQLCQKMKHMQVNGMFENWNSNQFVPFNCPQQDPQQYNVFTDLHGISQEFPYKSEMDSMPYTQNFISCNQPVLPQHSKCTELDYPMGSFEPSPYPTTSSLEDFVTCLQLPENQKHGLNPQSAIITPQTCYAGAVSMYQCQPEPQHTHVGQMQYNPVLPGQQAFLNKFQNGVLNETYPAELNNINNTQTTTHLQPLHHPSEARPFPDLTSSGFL
Efflux pump mplx – antifungal efflux pump inhibition, Nile Red retention; inhibition, % at 10 µM; S. cerevisiae Candida pump triplex; 330,000 compounds, 0.44% hits;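 active = plate passing quality check with inhibition over a set limit, or well fluorescence over plate mean plus 4 SD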;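 note: Nile Red retained in pooled yeast measured as flow cytometry median fluorescence; 0% = buffer negative control and 100% = Enniatin B positive control; higher means more Nile Red kept so more efflux inhibition; some compounds called inactive have numbers as strong as hits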
MEP2-GFP yeast – modulators of TOR pathway MEP2-GFP in S. cerevisiae; S. cerevisiae MEP2-GFP strain, flow cytometry GFP, 3 h; 100% = DMSO control level; GFP response vs DMSO, % at 10 µM; 330,000 compounds, 0.51% hits; AID 2016;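 active = GFP response versus DMSO above a set limit, roughly screen mean plus 3 SD, cut at about 180% in these data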;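 note: median GFP fluorescence of the barcode-gated MEP2-GFP cells per well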
The depositor's hits bear a star; . = no result given. Outcome played no part in choosing rows; any-hit rate near 3.9%.

Sample of the layout (six entries):
SMILES	LAP4 TOR yeast	Yeast superoxide	CIT2 TOR yeast	AGP1 TOR yeast	RPL19A TOR yeast	AHR activator	Efflux pump mplx	MEP2-GFP yeast
COc1ccc(S(=O)(=O)Nc2nc3c(s2)CCCC3)cc1	103	102	.	108	100	1	0.6	101
CC(C)NC(=O)N(C)C[C@H]1Oc2ccc(NS(=O)(=O)c3cccs3)cc2C(=O)N([C@H](C)CO)C[C@@H]1C	94	102	104	98	98	-1	-0.4	93
O=C(CSc1nc2[nH]c(=O)cc(O)c2s1)Nc1nccs1	109	77	94	101	96	0	-0.1	134
CNC(=O)N(C1=NCCCCC1)c1ccc(Br)cc1	98	113	85	100	94	-1	0.2	102
CCc1cc2c(=O)n(-c3ccc(C)cc3)cnc2s1	88	90	79	85	90	-1	0.2	91
COc1ccc(-c2noc(CNC(=O)c3ccoc3C)n2)cc1OC	92	122	101	99	99	2	0.2	106

The whole of this part, from the start:
SMILES	LAP4 TOR yeast	Yeast superoxide	CIT2 TOR yeast	AGP1 TOR yeast	RPL19A TOR yeast	AHR activator	Efflux pump mplx	MEP2-GFP yeast
COc1ccc(S(=O)(=O)Nc2nc3c(s2)CCCC3)cc1	103	102	.	108	100	1	0.6	101
CC(C)NC(=O)N(C)C[C@H]1Oc2ccc(NS(=O)(=O)c3cccs3)cc2C(=O)N([C@H](C)CO)C[C@@H]1C	94	102	104	98	98	-1	-0.4	93
O=C(CSc1nc2[nH]c(=O)cc(O)c2s1)Nc1nccs1	109	77	94	101	96	0	-0.1	134
CNC(=O)N(C1=NCCCCC1)c1ccc(Br)cc1	98	113	85	100	94	-1	0.2	102
CCc1cc2c(=O)n(-c3ccc(C)cc3)cnc2s1	88	90	79	85	90	-1	0.2	91
COc1ccc(-c2noc(CNC(=O)c3ccoc3C)n2)cc1OC	92	122	101	99	99	2	0.2	106
CN1CCN(C(=O)CC2(CC(=O)O)CCCC2)CC1	94	96	91	97	96	0	0.0	98
Cc1cccc([C@@H]2[C@@H]3C(=O)N(Cc4ccccc4)C(=O)[C@@H]3[C@]3(Cc4ccc(Cl)cc4)C(=O)N(c4ccc(Br)cc4)C(=O)N23)c1	126	102	110	90	94	5	0.0	97
O=C(NCC(c1ccc(F)cc1)N1CCOCC1)c1ccc(C(=O)c2ccccc2)cc1 (stereo not drawn)	102	106	104	100	107	2	0.3	105
CCOC(=O)[C@@H]1[C@H]2COc3ccc(Br)cc3[C@H]2N2C(=O)N(c3ccc(Br)cc3)C(=O)[C@]12C	100	105	80	84	97	5	0.2	86
O=C1C2CC=C(Cl)CC2C(=O)N1CNc1ccccn1 (stereo not drawn)	92	92	95	93	95	-1	0.0	96
CC(=O)N1CC(C)Sc2ccc(S(=O)(=O)NC3CCCCC3C)cc21 (stereo not drawn)	111	96	105	113	104	0	0.2	101
O=C(Cn1nnc(-c2cccs2)n1)NCc1ccco1	88	93	94	93	96	2	0.0	90
Cc1c(NC(C)C)c(=O)n(-c2ccccc2)n1C	119	99	78	80	94	-1	0.1	100
COc1ccccc1-c1ccc(Nc2cccc(C(F)(F)F)c2)nn1	97	90	91	.	92	2	0.1	97
O=C(N1CCOCC1)C1(S(=O)(=O)c2ccccc2)CC=CC1	95	97	95	105	99	0	0.0	102
Cc1nc(C2COc3ccccc3O2)sc1C(=O)O (stereo not drawn)	115	111	97	106	95	-3	0.0	102
COc1ccc(C(=O)NCCCNC(=O)c2cccnc2)cc1Br	80	103	.	91	106	7	0.0	98
COc1ccccc1Nc1ncnc2ccccc12	100	109	112	103	100	16	-0.2	100
O=C1C(C=NCc2ccccn2)=C(O)c2ccccc21	79	93	93	96	116	60*	-0.2	107

2 compounds from above with just CIT2 TOR yeast:
Compound,CIT2 TOR yeast
CCOC(=O)[C@@H]1[C@H]2COc3ccc(Br)cc3[C@H]2N2C(=O)N(c3ccc(Br)cc3)C(=O)[C@]12C,80
O=C1C2CC=C(Cl)CC2C(=O)N1CNc1ccccn1 (stereo not drawn),95

Following part
SMILES	LAP4 TOR yeast	Yeast superoxide	CIT2 TOR yeast	AGP1 TOR yeast	RPL19A TOR yeast	AHR activator	Efflux pump mplx	MEP2-GFP yeast
CCC(=O)Nc1ccc(S(=O)(=O)NCc2ccco2)cc1	98	100	95	100	103	24	0.2	99
Cc1ccc(OCCNC(=O)C(C)SCC(=O)Nc2ccc(F)cc2)cc1 (stereo not drawn)	96	83	114	102	101	1	-0.3	104
O=C(c1cccc2c1C(=O)N(Cc1cccnc1)C2)N1CCN(c2ccccc2)CC1	98	114	90	89	94	0	-0.1	92
CCCSc1cc(N2CCCC2)nc(-c2ccccc2)n1	85	104	83	88	88	-1	-0.1	91
COc1cc(S(=O)(=O)NCc2ccccc2)ccc1Br	98	117	93	97	94	-1	0.1	99
CCCn1c(=N)n(CCOc2ccc(OC)cc2)c2ccccc21	87	98	94	91	95	2	0.0	87
CSCC(=O)N1CCCC(N2CCN(c3ccc(F)cc3)CC2)C1 (stereo not drawn)	88	88	102	101	99	0	-0.1	101
COc1ccc(NC(=S)N/N=C/c2cccn2Cc2ccc(F)cc2Cl)cc1	102	102	106	104	113	18	-0.4	105
CC(CN1CCCCC1)C(=O)NNC(=O)C12CC3CC(CC(C3)C1)C2 (stereo not drawn)	101	110	87	99	93	-3	-0.1	95
COc1ccc(NC(=O)CSCC(=O)Nc2cccc3ncccc23)cc1	90	104	85	91	89	7	0.2	93
CCNC(=S)Nc1ccc(N(c2ccccc2)C(C)C)cc1	104	86	108	114	106	4	0.2	105
CC1SCC(=O)N(CC(=O)NCc2ccccc2)C1=O (stereo not drawn)	99	97	112	109	112	9	0.1	115
O=C(NCc1ccc(Cl)cc1)c1ccc2c(=O)n(CC3CCCO3)c(=S)[nH]c2c1 (stereo not drawn)	92	94	103	97	98	1	0.5	87
COc1cc(/C=C/C(=O)OCC(=O)N2CCC(C)CC2)ccc1OCC#N	100	101	90	94	93	-1	-0.1	96
CCOc1ccc(NC(=S)N2c3ccccc3CC2C)cc1 (stereo not drawn)	103	74	103	116	104	0	0.0	110
O=Cc1c(NCCc2ccc(F)cc2)c2ccccc2[nH]c1=O	90	89	91	91	94	-4	0.1	93
Cc1ccc(S(=O)(=O)N(CC(=O)Nc2ccc(C)cc2C)C(=O)N2CCN(C)CC2)cc1	110	91	100	113	99	-1	-0.1	91
Cc1nc(-c2ccc(C#N)cc2)cs1	111	88	103	109	99	-3	0.0	103
Cc1cc(NCCCN(C)C)n2c(nc3ccccc32)c1C#N	94	82	87	86	102	11	0.1	105
Cc1ccc(S(=O)(=O)NC(CC(=O)NCc2ccco2)c2ccco2)cc1 (stereo not drawn)	107	81	96	101	96	1	-0.1	128
CC(NC(=O)c1ccco1)c1cccc2ccccc12 (stereo not drawn)	112	86	105	106	107	1	0.3	106
CC(=O)NC12CC3CC(C1)CC(C(=O)Oc1ccc(N(C)S(=O)(=O)c4cc(C)ccc4C)cc1)(C3)C2	105	109	95	97	98	-1	0.2	105
O=C(OCC#CCSc1nnc(-c2ccc(Br)cc2)o1)c1cccs1	97	105	90	96	104	13	0.6	103
C#CCCCCCCCCC(=O)NCCCC	115	99	86	101	94	-1	0.3	97
Cc1nn(-c2ccccc2)c(Cl)c1C(=O)NCC(C)c1ccccc1 (stereo not drawn)	89	95	99	83	91	5	0.1	105
O=C(CSc1ccc2nnc(-c3cccnc3)n2n1)NCC1CCCO1 (stereo not drawn)	102	97	99	99	97	2	0.1	94
FC(F)Sc1nc(-c2ccccc2)c(-c2ccccc2)n1C(F)F	97	111	97	105	99	-3	0.1	100
CCC(C(=O)O)N1C(=O)/C(=C/C(C)=C/c2ccccc2)SC1=S (stereo not drawn)	114	97	91	99	97	0	-0.1	93
Cc1nc(NCCc2ccc(S(N)(=O)=O)cc2)c2c(C)c(C)sc2n1	81	104	.	92	94	0	-0.1	89
Cc1nc2cc(-c3cccs3)[nH]n2c(=O)c1C	103	109	105	99	102	17	-4.9	103
CC(=NCC1CCCO1)c1c(O)[nH]c(=O)[nH]c1=O (stereo not drawn)	109	98	110	105	100	-1	0.0	101
N#Cc1c(-c2ccco2)c2c([nH]c1=S)CCCC2	103	96	96	97	90	1	-0.1	97
O=C(NCCCn1ccnc1)NC(C(F)(F)F)C(F)(F)F	98	93	107	105	101	-3	0.0	102
CCc1ccc(OCC(=O)NNC(=O)CSc2ncnc3sc(C)c(C)c23)cc1	105	94	103	101	100	0	0.0	104
Cc1cnc(C(=O)OCC(=O)NCCCc2ccccc2)cn1	95	94	104	99	108	0	1.2	105
CN=C1SC(C(=O)Nc2ccccc2Cl)CC(=O)N1c1ccc(OC(F)(F)Cl)cc1 (stereo not drawn)	104	100	107	104	101	2	0.0	101
CCOP(=O)(OCC)C(O)c1cc(OC)c(OC)c(OC)c1 (stereo not drawn)	98	98	100	103	100	0	-0.6	97
CCC(=O)NC(Nc1ncc(C)s1)(C(=O)OC)C(F)(F)F (stereo not drawn)	105	93	90	103	92	-1	0.0	93
O=S(=O)(c1ccccc1)N1CCC(c2ccccc2)CC1	121	94	89	91	95	3	0.2	94
O=C(NC(Cc1ccccc1)C(=O)O)/C(=C/c1ccc(Cl)cc1)NC(=O)c1ccco1 (stereo not drawn)	83	104	89	89	93	-2	0.0	108
Cc1ccc2[nH]c(=O)c(C(c3nnnn3CC3CCCO3)N3CCOCC3)cc2c1 (stereo not drawn)	120	101	102	104	103	1	-0.2	103
CCOC(=O)N1CCN(C(=O)c2ccc(S(=O)(=O)c3ccc(C)cc3)c(NC(C)=O)c2)CC1	93	100	97	90	89	-2	-0.1	95
CCC(=O)NCCNc1ccc([N+](=O)[O-])cn1	92	95	102	100	101	1	0.2	99
Cn1c(=O)[nH]c2ncn(C)c2c1=O	103	103	98	103	103	-1	0.1	99
COc1ccccc1OCCC(=O)OCC(=O)NC(C)c1ccccc1 (stereo not drawn)	107	83	103	100	99	0	-0.1	110
COC(=O)c1cn(CCC#N)nc1-c1ccc2ccccc2c1	93	91	98	90	100	-4	-0.1	89
Cc1ccc(C(=O)NNC(=O)c2ccc3c(c2)OCCO3)cc1	101	114	107	101	95	5	0.0	96
CCOc1ccccc1NC(=O)NC(=O)N(C)S(C)(=O)=O	104	104	107	99	97	43	-0.1	97
COc1ccc2c(c1)CCc1cn3nc(C)cc3nc1-2	110	100	93	86	98	25	0.1	96
C=CCn1c(SC2CCOC2=O)nc2sc(C)c(C)c2c1=O (stereo not drawn)	107	113	87	98	98	4	0.0	95
Cc1cccc(NC(=O)c2c(-c3ccccc3)noc2C)n1	91	85	95	91	94	2	0.1	94
O=C(COc1ccc(F)cc1)c1c(O)cc(O)cc1O	104	98	96	104	97	8	0.3	104
COc1ccc(Cc2nnc(NC(=O)c3ccc(F)cc3)s2)cc1OC	98	98	113	108	113	0	0.3	109
O=C(CSc1nc(-c2ccco2)cc(C(F)(F)F)n1)NCCCN1CCOCC1	92	100	96	101	97	6	0.1	100
CC1=C(C(=O)OCc2ccccc2)C(c2ccsc2)NC(=O)N1C (stereo not drawn)	97	103	101	100	103	2	-0.1	101
O=C(CSc1nnc(-c2ccccc2)n1Cc1ccco1)Nc1ccc2c(c1)OCCO2	102	95	109	109	104	5	-0.2	103
Cc1onc(-c2c(F)cccc2Cl)c1C(=O)NC1CCCCCC1	90	89	99	97	97	-3	0.1	96
Nc1ncnc(N2CCOCC2)c1N	96	109	103	102	105	4	0.1	109
CC(C)NC(=O)COC(=O)c1ccc(Cl)c(S(=O)(=O)N2CCCC2)c1	104	109	91	98	97	3	-0.1	101
CCOC(=O)N1CCN(C(=O)c2cc3cc(C)ccc3[nH]2)CC1	106	106	100	96	102	5	0.1	152
O=C(NNC(=O)c1ccc[nH]1)Nc1cccc(C(F)(F)F)c1	.	78	.	.	104	3	0.0	102
